Tb hexokinase – blocks Trypanosoma brucei hexokinase 1 activity. recombinant TbHK1, G6PDH-coupled NADH A340. inhibition, % at 10 µM. actives 0.11% (n = 220,000);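 active means inhibition of 50% or more in the single-dose primary screen; inactive means inhibition below 50%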
NCF1 inh – blocks human p47phox regulatory protein of NADPH oxidases. P14598. AID 1274. p47phox/p22phox peptide binding, fluorescence polarization, 2 h. inhibition, % at 24.7 µM. actives 0.53% (n = 220,000);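 active means inhibition above about 30%, limit read from the data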;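 further: 0% = p47phox with labelled peptide and 100% = labelled peptide alone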
Target sequence (P14598 whole entry, looked up): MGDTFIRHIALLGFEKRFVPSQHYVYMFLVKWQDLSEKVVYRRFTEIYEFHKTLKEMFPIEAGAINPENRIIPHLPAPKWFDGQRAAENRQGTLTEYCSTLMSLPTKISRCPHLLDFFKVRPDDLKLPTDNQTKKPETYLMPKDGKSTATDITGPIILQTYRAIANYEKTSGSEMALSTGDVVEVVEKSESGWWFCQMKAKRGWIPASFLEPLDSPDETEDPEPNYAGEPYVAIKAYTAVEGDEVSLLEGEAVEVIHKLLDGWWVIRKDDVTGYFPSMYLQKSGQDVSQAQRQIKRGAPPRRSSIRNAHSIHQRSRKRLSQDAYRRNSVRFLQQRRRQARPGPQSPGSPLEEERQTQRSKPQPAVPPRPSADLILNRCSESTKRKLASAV
Ba/F3 V617F tox – lowers viability of Ba/F3 cells expressing EpoR and JAK2V617F. ATP luminescence. inhibition, % at 5.6 µM. actives 1.1% (n = 220,000);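 active means inhibition above the campaign mean plus 3 SD over all tested compounds, cut at about 24% in these data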;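 further: cytokine-independent growth of Ba/F3 cells driven by EpoR plus mutant JAK2; 0% = DMSO-treated cells and 100% = JAK inhibitor I control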
p97 inhibitor – inhibitors of human p97 ATPase; recombinant p97 ATPase, Kinase-Glo ATP luminescence, 3 h; P55072; actives 0.42% (n = 220,000); AID 1481; inhibition, % at 8 µM; in the data active means inhibition above about 15%;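 further: 0% = DMSO vehicle and 100% = wells lacking enzyme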
RBBP9 inhibitor – inhibitors of human serine hydrolase RBBP9 | O75884 | recombinant RBBP9, FP-Rh probe fluorescence polarization | inhibition, % at 7.94 µM | actives 0.2% (n = 220,000);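 active means inhibition above the campaign mean of all tested compounds plus 3 SD, cut at about 14% in these data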;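 further: plate controls were DMSO wells with RBBP9 for no effect and wells lacking RBBP9 protein for full effect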
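System: RBBP9 protein / Quantity: 2.5 µM RBBP9 dispensing solution, before mixing / Also added: Serine-hydrolase probe FP-Rh, 375 nM pre-mixing / Dosing: 7.94 µM single dose, 0.794% DMSO / Timing: enzyme-compound preincubation 30 min, then probe labeling 45 min, 25 °C / Signal: FP readout at 525/598 nm / Controls: DMSO-treated enzyme wells and wells lacking RBBP9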
Furin inh – human furin inhibition; P09958; purified furin, fluorogenic substrate cleavage; inhibition, % at 30 µM; actives 0.061% (n = 220,000); AID 463115; in the data active means inhibition above about 25%; further: inactives centre near -15
Target sequence (P09958 108-714 limits assumed): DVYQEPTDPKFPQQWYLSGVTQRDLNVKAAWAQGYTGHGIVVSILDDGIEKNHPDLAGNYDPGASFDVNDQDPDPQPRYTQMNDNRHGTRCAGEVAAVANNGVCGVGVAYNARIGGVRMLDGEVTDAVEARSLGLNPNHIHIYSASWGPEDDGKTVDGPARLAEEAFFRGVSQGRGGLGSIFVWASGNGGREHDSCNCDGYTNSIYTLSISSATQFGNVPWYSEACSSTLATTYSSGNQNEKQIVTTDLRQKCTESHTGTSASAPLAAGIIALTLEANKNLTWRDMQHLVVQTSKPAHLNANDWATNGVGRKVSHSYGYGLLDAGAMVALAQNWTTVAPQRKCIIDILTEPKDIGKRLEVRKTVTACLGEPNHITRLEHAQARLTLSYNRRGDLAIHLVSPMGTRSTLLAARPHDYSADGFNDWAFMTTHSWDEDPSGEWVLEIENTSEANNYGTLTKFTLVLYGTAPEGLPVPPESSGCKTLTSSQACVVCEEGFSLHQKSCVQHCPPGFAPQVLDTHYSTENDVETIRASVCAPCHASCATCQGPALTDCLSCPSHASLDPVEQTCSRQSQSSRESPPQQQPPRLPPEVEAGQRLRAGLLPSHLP
BaF3 tox – counter-screen for JAK2V617F inhibitors: parental Ba/F3 viability inhibitors; actives 1.1% (n = 220,000); CellTiter-Glo ATP luminescence; AID 1486; inhibition, % at 5.6 µM;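 active means inhibition above a per-campaign cutoff, the mean inhibition of all tested compounds plus 3 SD, cut at about 27% in these data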;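 further: 0% = DMSO wells and 100% = JAK Inhibitor I control wells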
EP2 antag – blocks the human prostaglandin E2 receptor EP2; P43116; C6 glioma cells expressing human EP2, cAMP TR-FRET; cells stimulated with saturating PGE2; inhibition, % at 25 µM; actives 0.52% (n = 260,000); AID 1422;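 active means percent inhibition above 40 after rounding to a whole number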;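 further: rat C6 glioma host cells with rolipram phosphodiesterase inhibitor present; the protocol text gives 20 µM as final concentration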
PPC-1+TRAIL kill – PPC-1 cancer cell killing with TRAIL present; PPC-1 cells + TRAIL, ATPLite viability luminescence; cell killing (% activity), % at 4 µM; actives 0.41% (n = 220,000); AID 1443;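 active means cell killing above 50% in the first pass at 4 µM, then a duplicate retest at 5 µM averaging 50% or more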;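 further: plate controls were cells with TRAIL plus DMSO for no effect and medium-only wells lacking cells for full effect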
An asterisk follows results filed as active; x = no result given; & = joins results of further samples; [ ] = dose if it differs, or a comment. A portion of the library; count on the stated rates, not on these rows.

Values run as follows: PPC-1+TRAIL kill	NCF1 inh	RBBP9 inhibitor	EP2 antag	p97 inhibitor	BaF3 tox	Furin inh	Ba/F3 V617F tox	Tb hexokinase
CNCC(C)c1ccccc1 (centres undefined)
→ 8	1	-4	7	6	-2	-12	-4	-3
Cc1nonc1OCCNCCNc1ccc([N+](=O)[O-])c2cccnc12
→ -4	-2	-4	6	-1	9	8	0	-4
Cc1ccc(N2C(=O)NC(=O)/C(=C/c3cnn(-c4ccc(C)cc4)c3)C2=O)cc1
→ 20	-4	-8	19	7	3	-10	-3	21
C=CCn1c(O)c(C(C)=Nc2ccc(C(=O)OCC)cc2)c(=O)[nH]c1=O
→ 19	4	-6	8	3	-1	15	0	8
O=C(Nc1nccs1)c1c(O)c2c(n(Cc3ccco3)c1=O)CCCC2
→ 16	-4	2	3	1	0	-12	3	-34
CC(=O)OC1(Cc2ccccc2)CN2CCC1c1ccccc12 (centres undefined)
→ 14	2	-6	11	-1	2	-14[20 µM]	-2	6
Cc1cccc(-n2c(/C=C/c3ccc([N+](=O)[O-])o3)nc3ccccc3c2=O)c1
→ 16	-30	-2	14	5	2	-9	-3	15
COc1ccc(Cn2c(O)c(/C=N/NC(=O)c3ccccc3O)c(=O)[nH]c2=O)cc1
→ 16	-25	-2	9	4	2	4	0	3
O=c1[nH]c(=O)n(Cc2ccco2)c(O)c1C=NCc1cccs1
→ 33	-18	9	2	-6	3	-17[20 µM]	-1	-1
NP(=O)(OCC(F)(F)F)Oc1ccc(Cl)cc1 (centres undefined)
→ 3	-3	-1	5	1	6	-19	-2	2
O=C(c1cnn2c(C(F)(F)F)cc(-c3ccccc3)nc12)N1CCC2(CC1)OCCO2
→ -3	-10	-5	6	1	6	-15[20 µM]	0	-20
CN1CCN(c2ccc(N)cc2)CC1
→ 14	23	-7	2	1	5	-16[20 µM]	0	-6
COc1cc2[nH]c(=O)n(-c3ccccc3)c(=O)c2cc1OC
→ 5	5	-5	11	2	-1	-17[20 µM]	-6	-6
Clc1ccc(COC(Cn2ccnc2)c2ccc(Cl)cc2Cl)c(Cl)c1 (centres undefined)
→ 16	8	-10	11&8	-6	10	-14	2	19
CCCCOc1ccc(CCN)cc1Cl
→ -2	-8	4	4	2	2	-12	-2	9
CCN(CC)CCN=C(C)c1c(O)n(-c2ccccc2OC)c(=O)[nH]c1=O
→ 10	-5	0	13	4	4	-9	0	2
COCCOC(=O)c1c(C)n(C)c2ccc(OC(=O)N(C)C)cc12
→ 6	-4	1	7	-1	3	-19[20 µM]	2	-6
Cc1ccc2c(c1)C1CN(C)CCC1N2C(=O)Nc1cccc(C(F)(F)F)c1 (centres undefined)
→ 9	-7	-1	10	3	5	-20[20 µM]	-3	2
O=C1NC(=O)N(c2cccc(Br)c2)C(=O)/C1=C/c1ccsc1
→ -6	-32	-8	6	4	6	-28	3	-5
C=CCn1c(O)c(C(C)=O)c(=O)[nH]c1=O (tested in a mixture with another compound)
→ 0	2	-3	4	0	0	-17	-1	8
CCC(=Nc1ccc2c(c1)CCC2)c1c(O)n(C2CCCCC2)c(=O)[nH]c1=O
→ 8	-12	-3	11	5	3	-26	-2	11
Nc1ccccc1-[n+]1c(-c2ccccc2)cc(-c2ccccc2)cc1-c1ccccc1
→ 21	1	0	10	16*	52*	-1	49*	-14
O=C(NCc1ccc(C(=O)N2CCC3(CC2)OCCO3)cc1)c1cccc(Br)c1
→ -15	-5	-2	6	2	6	-20	-1	-1
O=C(COc1ccccc1)N1CCN(CC2CC3C=CC2C3)CC1 (centres undefined)
→ 2	-3	-3	7	3	1	-16[20 µM]	-1	-4
CCC(=NCCO)c1c(O)n(-c2ccc(Cl)cc2)c(=O)[nH]c1=O
→ 10	-7	2	5	7	2	-8	-2	-7
CC(C)c1ccc(-n2c(O)c(/C=N/NC(=O)c3ccncc3)c(=O)[nH]c2=O)cc1
→ 5	-29	-3	8	1	9	8	3	-16
CCN(CC)CCCN=Cc1c(O)n(-c2ccccc2F)c(=O)[nH]c1=O
→ 5	-2	-5	2	-1	4	1	4	-6
COc1ccc(CCn2c(O)c(C=NCc3ccc4c(c3)OCO4)c(=O)[nH]c2=O)cc1OC
→ -16	-16	1	11	6	1	-17	-3	2
COC1=CCC2([N+](=O)[O-])CN(C)CC1([N+](=O)[O-])C2 (centres undefined)
→ 31	-2	0	6	5	5	-19	-2	4
O=C(N/N=C/c1c(O)n(CCC2=CCCCC2)c(=S)[nH]c1=O)c1ccccc1
→ 21	-171	-7	6	11	4	-8	-1	-13
COc1ccc(N2C(=O)CC(=O)NC2=O)cc1
→ 14	3	-3	1	3	3	-19[20 µM]	0	7
O=c1c2ccccc2[nH]c(=S)n1-c1cccnc1
→ -20	0	0	7	7	-1	-10	-1	-17
CN(CC1COc2ccccc2O1)c1nc(-c2cccnc2)nc2ccccc12 (centres undefined)
→ x	-40	-7	3	5	6	-14	0	-7
O=C(CCCn1c(=O)[nH]c2cc(Cl)ccc2c1=O)N1CCC2(CC1)OCCO2
→ -13	-4	-4	3	6	2	-33	0	-4
Cn1c(O)c(C(=Nc2ccc(F)cc2)c2ccccc2Cl)c(=O)n(C)c1=O
→ -3	1	-3	2	-1	1	-20	-3	-24
O=C(c1ccc(F)cc1)C(Cc1ccccc1)N1CCCCC1 (centres undefined)
→ -18	1	-11	4	-1	0	-15	4	8
Nc1ccc(N=Nc2ccccc2)cc1
→ 26	-4	-4	8	0	7	1	1	-14
CCCCn1c(C)c(C(=O)OCC)c2c(CN3CCOCC3)c(O)ccc21
→ -13	-16	4	9	-10	3	-17[20 µM]	-1	4
Cc1nn(Cc2ccccc2Cl)c(C)c1C(=O)OCC(=O)NC1CCCC(C)C1C (centres undefined)
→ -9	-5	1	3	2	11	-5	76*	-4
Cc1ccc(N2C(=O)NC(=O)C3(Cc4ccccc4N4CCN(c5ccccc5)CC43)C2=O)cc1 (centres undefined)
→ -11	-28	-8	7	-2	2	-3[20 µM]	1	-7

Two entries from above, bar-delimited.
SMILES | PPC-1+TRAIL kill | NCF1 inh | RBBP9 inhibitor | EP2 antag | p97 inhibitor | BaF3 tox | Furin inh | Ba/F3 V617F tox | Tb hexokinase
C=CCn1c(O)c(C(C)=Nc2ccc(C(=O)OCC)cc2)c(=O)[nH]c1=O | 19 | 4 | -6 | 8 | 3 | -1 | 15 | 0 | 8
O=C(Nc1nccs1)c1c(O)c2c(n(Cc3ccco3)c1=O)CCCC2 | 16 | -4 | 2 | 3 | 1 | 0 | -12 | 3 | -34

Other entries:
Values run as follows: PPC-1+TRAIL kill	NCF1 inh	RBBP9 inhibitor	EP2 antag	p97 inhibitor	BaF3 tox	Furin inh	Ba/F3 V617F tox	Tb hexokinase
Oc1ccc2c3c1O[C@H]1c4oc5ccccc5c4C[C@@]4(O)[C@@H](C2)N(CC2CC2)CC[C@]314
→ 2	12	x	14	x	x	-25	x	-5
OC1/C(=C/c2ccc(Cl)cc2Cl)N2CCC1CC2 (centres undefined)
→ 3	-3	2	6	3	0	-22	-4	-5
CCOP(=O)(OCC)C(NC(=O)C(Cl)Cl)C(Cl)(Cl)Cl (centres undefined)
→ 8	-1	-4	2	0	10	-11[20 µM]	2	2
CCN1c2nc3c(C)cccn3c(=O)c2CC2(C(=O)N(C)C(=O)N(C)C2=O)C1C (centres undefined)
→ 23	-54	-3	5	-4	4	-15[20 µM]	2	-5
COC(=O)C(=O)N1CC2(C)CNCC(C)(C1)C2=O
→ -1	-8	0	11	5	6	-20	2	-7
Cc1ccc(CN2CCCC(C(=O)c3cccc(C(F)(F)F)c3)C2)o1 (centres undefined)
→ 5	-11	-4	5	-1	3	-16	-2	-2
CCCCCn1c(N)c(C(=O)NCc2cccs2)c2nc3ccccc3nc21
→ -4	9	-2	4	1	5	-16[20 µM]	0	-7
Cc1cc(C=C(C#N)C#N)ccc1N1CCCC1
→ 7	-5	-6	24	1	1	-19	-2	-5
NC(=O)CN1CC(c2ccccc2)CC1=O (centres undefined)
→ 1	-2	-2	15	10	-4	-6	-2	3
COc1ccc2nc(NC(=O)CCc3nc(C4=CCN(C)CC4)no3)sc2c1
→ 12	-3	-7	11	0	8	-18	3	0
CCOC(=O)C1=C(N)OC(C)=C(C(=O)OCCOC)C12C(=O)Nc1ccccc12 (centres undefined)
→ 3	-10	1	10	4	3	-25[20 µM]	-2	8
Nc1c(C(=O)NCc2ccco2)c2nc3ccccc3nc2n1Cc1ccc(F)cc1
→ 12	-23	-12	16	5	1	-26[20 µM]	2	-9
O=C(C1CCN(S(=O)(=O)c2ccccc2)CC1)N1CCC2(CC1)OCCO2
→ 0	0	-4	11	-4	6	-10[20 µM]	3	-10
Fc1ccccc1CNC1CN2CCC1CC2 (centres undefined)
→ 13	-5	-1	10	1	6	-19	-2	0
Cn1cc(C(=O)N2CCOCC2)c2ccccc21
→ -2	-1	2	3	7	1	-24	-4	-4
COc1cc(C[C@@H](C)N)c(OC)cc1I
→ 12	-10	x	6&9	x	x	-12	x	-3
O=C(COc1ccccc1F)N1CCN(CCN2C(=O)c3cccc4cccc(c34)C2=O)CC1
→ 12	-12	-4	4	1	7	-17	0	-11
Cn1c(O)c(/C=N/NC(=O)c2ccncc2)c(=O)[nH]c1=S
→ 10	-303	-3	6	8	1	9	-2	-51
CN(C)C(=O)Oc1c(Cl)cc(Cl)c2ccccc12
→ 18	-4	6	13	-2	8	-22[20 µM]	1	-5
CC(C)C(=O)Nc1ccc(S(=O)(=O)N2CC3CC(C2)c2cccc(=O)n2C3)cc1 (centres undefined)
→ 7	4	-6	3	0	9	-25	2	-3
COc1cccc(N2C(=O)NC(=O)/C(=C\c3ccc([N+](=O)[O-])s3)C2=O)c1
→ 7	-112	-10	6	10	8	-15	0	-11
N=C1SCC(=O)N1Cc1ccccc1
→ 3	4	-4	9	-3	3	-14	3	5
O=C(c1ccc2nc3ccc(Cl)cc3c(=O)n2c1)N1CCC2(CC1)OCCO2
→ x	x	-10	x	-4	5	-11[20 µM]	2	-16
Cc1ccc(C)c(OCC(=O)N2CCN(Cc3ccc4c(c3)OCO4)CC2)c1
→ x	-14	-8	7	-2	2	-31	-1	3
CCCCCCCSc1cc(OC)c(CCN(C)C)cc1OC
→ 16	0	4	12	1	5	-11	2	12
OC(c1ccc(F)cc1)(c1ccc(F)cc1)[C@@H]1CCCN1
→ -2	43*	-6	14	-2	0	-16[20 µM]	-2	4
CCN(CC)c1ccc(C=C2C(=O)NC(=S)NC2=O)cc1
→ 6	-243	2	10	6	0	-4	4	-39
CCN(CC)c1ccc(N=Cc2c(O)n(-c3ccccc3)c(=O)[nH]c2=O)cc1
→ 5	-16	5	8	0	0	13	-3	-34
CC(NC(=O)Oc1ccccc1)C(c1cccs1)N1CCOCC1 (centres undefined)
→ 8	-10	-7	6	3	4	-28[20 µM]	-2	8
COc1ccc(OC)c(N2C(=O)NC(=O)/C(=C/c3ccc([N+](=O)[O-])s3)C2=O)c1
→ 19	-82	-5	18	-1	4	-7	2	-12
CCOP(=O)(OCC)/C(C#N)=C/c1ccoc1
→ 15	-26	-2	2	-8	-1	-26	0	-15
Nc1c(C(=O)NCc2ccco2)c2nc3ccccc3nc2n1CCN1CCOCC1
→ -2	-57	0	7	7	7	-15[20 µM]	-1	-25
O=c1c(C=NCc2cccs2)c(O)n(C2CCCCC2)c(=O)n1C1CCCCC1
→ 3	-6	-1	18	-1	7	-22[20 µM]	-2	-15
C[C@H]1CCCC(=O)CCCCCc2cc(O)cc(O)c2C(=O)O1
→ 19	1	-11	12	7	5	-7	6	5
CC1(C)NCCN2C(=O)CSC21 (centres undefined)
→ -8	-3	-19	13	-4	3	-4[20 µM]	2	-7
